# Screens (PubChem)
# aSyn yeast rescue – alpha-synuclein toxicity suppression in yeast | 0.02% of 94,000 active | S. cerevisiae alpha-synuclein toxicity rescue, BacTiter-Glo growth, 24 h | AID 1347070 | Potency, µM (series often up to 46.1 µM), for the others: at the top dose growth rescue (activation), usual class: activators; active = well fitted activation curve with a large enough effect; inconclusive = small, poorly fitted or top-dose-only effect; note: 0% is about no effect
#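 Growth restoration measured by BacTiter-Glo luminescence after 24 hr at 30 deg C; alpha-synuclein yeast, raffinose-pregrown to mid-log, were added at OD600=0.02 in galactose medium onto pinned compounds.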
# Numbers without * were called inactive; ? = inconclusive; & = joins results of further samples; [ ] = another dose, or the depositor's remark. Potency is the fitted concentration of half-maximal effect.
no.	mol	aSyn yeast rescue
1	Cn1nnnc1SCCCNCc1ccccc1OCc1ccccc1F	7.0%
2	Cc1ccc(C(=O)c2cn(Cc3ccccc3F)c3cc4c(cc3c2=O)OCO4)cc1	5.3%
3	COc1ccccc1NC(=O)C(=O)c1cc(C)n(-c2ccccc2F)c1C	-22.0%
4	CSc1ccc(C(=O)C2CCCN(Cc3cccc4nccnc34)C2)cc1 (stereo not given)	-7.6%
5	C=C1CCC2[C@](C)(CO[C@@H]3O[C@H](CO)[C@@H](O)[C@H](O)[C@H]3O)CCC[C@@]2(C)[C@@H]1CCC1=CCOC1=O (stereo not given in full)	6.6%
6	CCN(CC(=O)NCc1ccc(Cl)cc1)C(=O)c1ccc2cc(OC)ccc2c1	2.5%
7	COc1ccc(-c2nc(CSCC(=O)NCCc3ccc(OC)c(OC)c3)c(C)o2)cc1	-6.8%
8	Cc1sc(-n2cccc2)c(C(C)NC(=O)Nc2cccc(C(F)(F)F)c2)c1C (stereo not given)	2.7%
9	Cc1csc2nc(COc3ccc(NC(=O)COc4ccccc4)cc3)cc(=O)n12	-8.5%
10	COc1ccc(C2(Nc3cccc(C(=O)O)c3C)C(=O)c3ccccc3C2=O)cc1	5.1%
11	CCOC(=O)c1c(C)n(-c2ccccc2)c2ccc(OC(=O)c3ccccc3)cc12	-3.2%
12	COc1ccc(CN=C(N)N=C(N)N)cc1Cl	4.3%
13	COc1cc(/C=N/NC2=NC(C)(C)Cc3ccccc32)cc(OC)c1OC	-3.0%
14	COc1ccc(-c2nc3ccccc3o2)cc1NC(=O)c1cccnc1	-6.3%
15	COc1cc(OC)c(NC(=O)c2cn(C)c(=O)c3cc(OC)c(OC)cc23)cc1Cl	5.7%
16	CCOc1ccc(NC(=O)CC2C(=O)OCCN2CC)cc1 (stereo not given)	-81.2%[inhibitor]
17	Cc1ccc(C(=O)Nc2ccc(Cl)cc2C)c(Cl)c1	-4.2%
18	CCC(C)Nc1nc(N)c([N+](=O)[O-])c(NC2CCCCC2)n1 (stereo not given)	4.1%
19	O=C(CSCc1cnn(-c2ccccc2)c1-n1cccc1)Nc1ccc(F)cc1F	-2.0%
20	CCOC(=O)N/N=C(\C)c1ccc(C)o1	-10.7%
21	CCOc1ccc(NC(=O)c2oc3ccccc3c2NC(=O)C(C)(C)C)cc1	1.9%
22	COCCCN1C(=O)C(CC(=O)NCc2ccco2)CC(C(=O)N(C)C)=C1C (stereo not given)	2.6%
23	O=C(c1ccc(CS(=O)(=O)c2ccccc2)o1)N1CCN(c2ncccn2)CC1	4.2%
24	CC1CCCCN1C(=O)CCS(=O)(=O)c1cc2c(cc1Cl)NC(=O)CO2 (stereo not given)	1.3%&-2.4%

# Along the list, from the results shown:
# Compounds 17–24 in aSyn yeast rescue read -4.2%, 4.1%, -2.0%, -10.7%, 1.9%, 2.6%, 4.2%, 1.3%&-2.4%

# Remaining list, next part:
no.	mol	aSyn yeast rescue
25	O=C(NC(Cc1ccccc1)C(=O)N1CCN(c2ccccc2O)CC1)c1ccccc1 (stereo not given)	6.0%
26	Cc1cccc(NC(=O)c2sc3cccc(Cl)c3c2Cl)c1	3.3%
27	COCCCNC(=O)c1ccc(Cn2c(=O)c3ccccc3n(CC(=O)Nc3c(C)cccc3C)c2=O)cc1	-8.2%
28	CSc1ncccc1C(=O)OCc1c(F)cccc1Cl	1.2%
29	CCOCCCNC(=O)c1[nH]c2cc(C)ccc2c1Sc1ccc(Cl)cc1	8.6%
30	CC(C)(C)C(=O)NC1(C(F)(F)F)NC(=O)N(c2ccc(F)cc2)C1=O (stereo not given)	-10.1%
31	COc1ccccc1NC(=O)C1=C(C)Nc2nc(SCc3ccccc3F)nn2C1c1ccncc1 (stereo not given)	-4.3%
32	COc1cccc(C(=O)Nc2nc3ccc(S(=O)(=O)N4CCCC4)cc3s2)c1	7.2%
33	O=C(O)c1ccc(NC(=O)C2CCN(S(=O)(=O)c3ccc4c(c3)OCCO4)CC2)cc1	10.1%
34	CCOc1ccc(NC(=O)CCn2cnc3onc(-c4ccc(F)cc4)c3c2=O)cc1	-7.1%
35	CCOc1ccc(C(=O)c2cn(Cc3ccccc3)c3c(F)cc(F)cc3c2=O)cc1	-11.3%
36	NNc1nc2c(-c3cccc(C(F)(F)F)c3)nnn2c2ccccc12	-2.6%
37	C=CCn1c(CCC(O)COCCC)n[nH]c1=S (stereo not given)	9.2%
38	CCOC(=O)c1c(C)n(-c2ccccc2)c2ccc(OC(=O)c3ccccc3NC(=O)C(C)C)cc12	26.1%
39	CCOc1ccc(S(=O)(=O)N2CCOCC2)cc1NC(=O)CCOc1ccc(C(C)(C)C)cc1	-0.7%
40	CCCN(C(=O)c1cccc(S(=O)(=O)N2CCN(Cc3ccccc3)CC2)c1)C1CCS(=O)(=O)C1 (stereo not given)	-2.9%
41	CCOC(=O)c1c(S(=O)(=O)N2CCC(C(=O)Nc3ccc(C)c(Cl)c3)CC2)c(C)n(C)c1C	-3.9%
42	COc1ccc(CCNC(=O)Cc2c(C)c3cc4c(C)coc4cc3oc2=O)cc1OC	-13.7%
43	Cc1noc(/C=C/N(C)C)c1S(=O)(=O)N1CCC(C(=O)O)CC1	5.1%
44	CC(C)NC(=O)c1ccc2c(c1)nc1n2CCCCC1	-9.5%
45	COC(=O)c1c(-c2ccc(Cl)cc2)noc1N1CCN(c2ccc(OC)cc2)CC1	4.1%
46	CCN(CC)c1cc(C)c2cc(NC(=O)/C=C/c3ccccc3Cl)ccc2n1	-36.3%[inhibitor]
47	COc1ccc(CCNC(=O)Cn2c(=O)n(-c3ccccc3)c(=O)c3c(C)c(C)sc32)cc1OC	3.1%
48	N#CC1=C2SCN(c3ccccc3)CN2C(=O)CC1c1ccccc1Cl (stereo not given)	2.0%
49	Cc1nnc(NC(=O)CSc2nnc(Cc3cccn3C)n2-c2cccc(C(F)(F)F)c2)s1	-1.0%
50	Cc1cc(C)cc(Oc2nc3c(C)cccn3c(=O)c2/C=C(\C#N)c2nc3ccccc3s2)c1	3.7%
51	O=C(COC(=O)c1cc[n+]([O-])cc1)Nc1ccccc1Cl	6.2%
52	CN1C(=O)/C(=C\c2ccncc2)SC1=Nc1ccccc1	1.9%
53	Cn1c(=O)cc(OCC(=O)N2CCN(c3ccccc3F)CC2)c2ccccc21	4.9%
54	CCOc1cc(/C=N/OC(C)=O)ccc1OCc1ccccc1	-2.4%
55	COc1cc2[nH]c(=O)n(Cc3ccc(C(=O)NCc4ccc(C)cc4)cc3)c(=O)c2cc1OC	-6.1%
56	O=C(NCc1ccccc1)c1cccn1-c1nnc(N2CCCCC2)s1	-19.0%
57	Cc1ccc(C(=O)NC(C)C(c2cccs2)N2CCOCC2)cc1C (stereo not given)	5.6%
58	Cc1cccc(Cn2c(SCc3ccc(C(=O)NC4CCCC4)cc3)nc3cccnc32)c1	-0.8%
59	CC(=O)Nc1ccc(OCc2cc(=O)n3ccccc3n2)cc1	-8.7%
60	CCOc1ccc(N(CC)S(=O)(=O)N2CCCC(C(=O)NCc3ccccc3OCC)C2)cc1 (stereo not given)	-1.8%
61	CCC(C)NC(=O)c1ccc2c(c1)N(Cc1ccccc1)C(=O)c1ccccc1S2(=O)=O (stereo not given)	0.0%
62	CC(Sc1nc(-c2ccccc2)c(-c2ccccc2)[nH]1)C(=O)NCC1CCCO1 (stereo not given)	-5.0%
63	COCCCNC(=O)CCc1c(C)nc2cc(-c3ccc(Cl)cc3)nn2c1C	24.2%
64	C[C@@H]1CN([C@H](C)CO)C(=O)c2cc(NC(=O)Nc3ccc(F)cc3)ccc2O[C@@H](C)CCCCO[C@H]1CN(C)S(=O)(=O)c1cccs1	2.1%
65	CCN(Cc1ccccc1)S(=O)(=O)c1cc(C(=O)O)ccc1OC	16.4%
66	O=C(O)CCCNC(=O)CCCn1nnc2ccccc2c1=O	2.7%
67	CN(C)CCCNc1ncc(C(F)(F)F)cc1Cl	1.7%
68	COc1ccc2cc(-c3nc4ccc(C(=O)O)cc4[nH]3)c(=O)oc2c1	-21.2%
69	Cn1c(=O)c2c(-c3ccc(Cl)cc3)n(Cc3ccc(Cl)cc3)cc2n(C)c1=O	-4.3%
70	CCc1ccc(S(=O)(=O)c2cn(CC)c3cc(N4CCOCC4)c(F)cc3c2=O)cc1	8.1%
71	CCOC(=O)C1=C(COC(=O)/C=C/c2ccc(OC)cc2)NC(=O)NC1C (stereo not given)	0.2%
72	COc1cc(C)ccc1OCCSc1nc2ccc(NC(C)=O)cc2s1	-13.2%
73	CCCCN(CC)CCCNC(=O)c1cn(CC)c2ccc(S(=O)(=O)N3CCOCC3)cc2c1=O	7.1%
74	Nc1cccc2nsnc12	-9.3%
75	COC(=O)CN1C(=O)CSc2ccc(S(=O)(=O)Nc3c(C)cc(C)cc3C)cc21	1.5%
76	Cc1cccc(NC(=O)C2CCCN(S(=O)(=O)c3c(C)[nH]c(=O)[nH]c3=O)C2)c1C (stereo not given)	-2.9%
77	C[C@@H]1CN([C@@H](C)CO)C(=O)CCCn2nncc2CO[C@@H]1CN(C)S(=O)(=O)c1cccc(F)c1	-7.7%
78	COc1ccc(S(=O)(=O)N2CCCC2)cc1C(C)C	10.0%
79	CCOc1ccc(CNC(=O)C2CCN(S(=O)(=O)c3ccc4c(ccn4C)c3)CC2)cc1	0.4%
80	CCc1ccc(NC(=O)CCS(=O)(=O)c2ccc3c(c2)oc(=O)n3C)cc1	0.5%

# The listing continues.
no.	mol	aSyn yeast rescue
81	COc1ccc(CN2C(=O)C(CC(=O)NCc3cccc4ccccc34)CC(C(=O)N(C)C)=C2C)cc1 (stereo not given)	1.6%
82	CCc1cccc(C)c1Nc1c(-c2ccc(N3CCOCC3)cc2)nc2ncccn12	24.7%
83	COCC(C)NC(=O)c1cnn2c(C(F)F)cc(-c3ccccc3)nc12 (stereo not given)	-5.3%
84	Cc1ccc(-c2nc3cccnc3s2)cc1NC(=O)Cc1ccccc1	-16.3%
85	COc1cc(Cl)c(C)cc1NC(=O)Cn1c2ncccc2c(=O)n1-c1ccccc1	2.8%
86	CCCCOc1ccc(CNC(=O)CCCN2C(=O)CSc3c2c(C)nn3-c2ccccc2)cc1	5.8%
87	C[C@H](CO)N1C[C@H](C)[C@H](CN(C)C(=O)Cc2ccccc2)OCc2cnnn2CCCC1=O	-5.2%
88	CC1CCCN(C(=O)c2ccc(NS(=O)(=O)c3ccc4[nH]c(=O)[nH]c4c3)cc2)C1 (stereo not given)	2.8%
89	COc1ccc(-c2cc(C(=O)Nc3cc(C)on3)no2)cc1	-1.5%
90	CCOc1ccc(-n2c(C)nc3c(cnn3-c3ccc(C)cc3)c2=O)cc1	-5.8%
91	CCn1cc(C(=O)NCCC(=O)NCCCO)c(=O)c2cc3c(cc21)OCO3	12.1%
92	CC(C)OCCCn1c(SCC(N)=O)nc2c(sc3ccccc32)c1=O	0.7%
93	Cc1ccc(C)c(NS(=O)(=O)c2ccc3c(c2)CCCN3C(=O)C2CCC2)c1	?
94	CC(OC(=O)c1ccc(F)c(S(=O)(=O)N2CCOCC2)c1)C(=O)NC1CCCC1 (stereo not given)	0.3%
95	COc1ccc(CCNC(=O)C/C(C)=N/NC(=O)c2ccc([N+](=O)[O-])cc2Cl)cc1OC	-2.7%
96	Cc1ccc(N(CC(=O)NC2CCCC2)C(=O)CNC(=O)c2cccs2)c(C)c1	-4.6%

# A draw from above in order of count of non-hydrogen atoms, descending:
no.	mol	aSyn yeast rescue
95	COc1ccc(CCNC(=O)C/C(C)=N/NC(=O)c2ccc([N+](=O)[O-])cc2Cl)cc1OC	-2.7%
88	CC1CCCN(C(=O)c2ccc(NS(=O)(=O)c3ccc4[nH]c(=O)[nH]c4c3)cc2)C1 (stereo not given)	2.8%
93	Cc1ccc(C)c(NS(=O)(=O)c2ccc3c(c2)CCCN3C(=O)C2CCC2)c1	?
90	CCOc1ccc(-n2c(C)nc3c(cnn3-c3ccc(C)cc3)c2=O)cc1	-5.8%
92	CC(C)OCCCn1c(SCC(N)=O)nc2c(sc3ccccc32)c1=O	0.7%
89	COc1ccc(-c2cc(C(=O)Nc3cc(C)on3)no2)cc1	-1.5%

# More structures
no.	mol	aSyn yeast rescue
97	N#Cc1ccc(NC(=O)COCc2cc(-c3ccco3)on2)cc1	2.5%
98	OCc1cnc(SCc2ccc(F)cc2)n1Cc1ccc(F)cc1	-10.8%
99	COc1ccc(NC(=O)c2cc([N+](=O)[O-])ccc2N2CCCCC2)cc1	-4.3%
100	Cc1ccc(C)c(NC(=O)N2CCC(N3CCN(Cc4ccc(F)cc4)C(=O)C3=O)CC2)c1	8.4%
101	CC(=O)c1ccc(NC(=O)CN2C(=O)CCc3ccccc32)cc1	-2.9%
102	CCn1c(=O)n(CC2CCC(C(=O)NC(C)C)CC2)c(=O)c2sccc21 (stereo not given)	5.2%
103	O=C(COc1ccc(Br)cc1)OCC(=O)c1ccc[nH]1	2.1%
104	COc1ccc(CCN2C(=O)c3oc4cc(C)cc(C)c4c(=O)c3C2c2ccccc2F)cc1OC (stereo not given)	-9.6%
105	Cc1c(Cl)cccc1NC(=O)Nc1nnc(N2CCCCCC2)s1	-5.3%
106	COc1ccc(S(=O)(=O)N2CCCC2C(=O)Nc2ccc(O)cc2)cc1 (stereo not given)	4.0%
107	COc1ccc2oc(C(=O)OCC(=O)NCc3ccco3)c(C)c2c1	0.7%
108	CC1CCCCN1C(=O)C1COc2ccccc2O1 (stereo not given)	6.2%
109	COc1ccc(CN2CCN(S(=O)(=O)c3ccc(NC(C)=O)cc3)CC2)c(OC)c1OC	-6.3%
110	Cc1c(C(=O)N2CCC(c3nc4ccccc4s3)CC2)oc2cc(Br)ccc12	9.1%
111	CCC(C(=O)OC)n1nnc2sc(-c3ccccc3)cc2c1=O (stereo not given)	5.8%
112	Cc1cc(=O)[nH]c2nnc(SCC(=O)Nc3ccc(F)cc3F)n12	-3.2%
113	C=Cc1ccc(CN2C(=O)N(c3ccc(CC)cc3)S(=O)(=O)c3ccccc32)cc1	8.3%

# Random excerpt: 2 compounds from above, in no set order.
no.	mol	aSyn yeast rescue
47	COc1ccc(CCNC(=O)Cn2c(=O)n(-c3ccccc3)c(=O)c3c(C)c(C)sc32)cc1OC	3.1%
89	COc1ccc(-c2cc(C(=O)Nc3cc(C)on3)no2)cc1	-1.5%

# Only part of the results is shown; rates above refer to the full screens.
